C2C12 statin: suppressors of statin myotoxicity in C2C12 myotubes, primary screen, cell-based, single point, plate reader; C2C12 myotubes + simvastatin, ATP luminescence, 48 h; scaled: DMSO 0, geranylgeraniol control 100; rescue of ATP level, % at 7.49 µM; 330,000 tested, 0.78% active; AID 602340, 2012;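 active means mean ATP rescue above about 67%, or every replicate alone reaching that limit, limit read from the data, passing the limit was not always enough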;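 further: myotubes were challenged with 10 µM simvastatin during compound exposure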
miR-122 sensor: miR-122 Renilla sensor signal increase in Huh7, primary screen, miR-122 inhibitor project, cell-based, single point, plate reader | Huh7 miR-122 Renilla luciferase sensor, 48 h; neutral wells = 0, positive control = 100 | activation (reporter increase), % at 12.5 µM | 340,000 tested, 0.3% active | AID 602342, 2012;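 active means mean replicate activation score at least 90 and every replicate individually at or above 90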;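 further: higher luciferase means less miR-122 activity so hits act as miR-122 inhibitors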
PglD DTNB: C. jejuni PglD acetyltransferase inhibitors, primary screen, biochemical, DTNB colorimetric, single point. purified PglD enzyme, DTNB colorimetric CoA detection. inhibition, % at 12.5 µM. 360,000 tested, 0.098% active. UDP-N-acetylbacillosamine N-acetyltransferase PglD (Campylobacter jejuni); in the data active means inhibition above about 16%, passing the limit was not always enough; further: strong numbers were not always called active
CFTR F508del cor: F508del CFTR correction, initial screen, CFBE line, single point; CFBE cells, YFP halide quenching; stimulated with forskolin plus potentiator P3; % fluorescence drop versus neutral controls; activity (quench increase), % at 7.58 µM; 350,000 tested, 0.36% active; AID 720511, 2013;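 active means mean added fluorescence quench of at least 8% versus neutral control, with both replicates also reaching 8%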;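 further: cells transiently co-express mutant CFTR-F508del with the halide-sensitive YFP; corrector assay measuring rescue of mutant channel to the surface after 24 h compound exposure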
PGC1a acetyl inh: inhibitors of PGC1a acetylation signal, primary screen, cell-based, U2OS, AlphaScreen, inhibitor mode. inhibition, % at 15.6 µM. AlphaScreen anti-acetyl-lysine; with virally co-expressed GCN5 acetyltransferase. 350,000 tested, 0.17% active;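 active means every replicate shows inhibition of at least 40%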;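 further: 0% = neutral control wells and 100% = positive control wells; some results beyond the cut were filed as inactive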
INS-1E GSIS act: GLuc luminescence reporter in INS-1E cells, primary screen for activators of glucose-dependent secretion of insulin; INS-1E GLuc reporter insulin secretion, 2-3 h; activation, % at 16.6 µM; 370,000 tested, 0.61% active; AID 743287, 2014;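 active means lowest replicate activation of at least 40%, so every replicate reaches that level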;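 further: 0% = median of neutral control wells and 100% = median of IBMX positive control wells; some compounds called inactive have numbers as strong as hits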
FN deposit inh: inhibitors of fibronectin matrix deposition, primary screen, AH1F cells, Alexa488-fibronectin fluorescence, plate reader. AH1F fibroblasts, overnight. inhibition, % at 12.6 µM. 350,000 tested, 0.086% active. AID 743247, 2014;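 active means mean inhibition across replicates of 30% or more, regardless of how many single replicates reach that level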;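 further: positive control wells lacked labelled fibronectin entirely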
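Assay system: AH1F fibroblasts / Quantity: 10000 cells per well / Medium: DMEM plus 2% serum, read in PBS / Reagent: labelled fibronectin 24 nM / Dosing: single dose, pinned / Times: 1 h cell attachment, overnight exposure to compound and label / Signal: fluorescence, ex 485 nm, em 525 nm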
Cneo AK release: Cryptococcus neoformans cell lysis inducers, primary screen, AK release luminescence, single concentration; C. neoformans lysis, adenylate kinase release luminescence, 4 h; normalised: neutral wells 0, clomiphene wells 100; lysis activity, % at 15 µM; 360,000 tested, 0.2% active;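 active means mean lysis activity across replicates of at least 80%, whatever share of replicates individually reach that level; inactive means mean lysis activity below 80%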
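Material – log-phase Cryptococcus neoformans yeast cells · Input – 5 × 10^6 yeast cells/mL · Medium – fresh YPD growth medium · Doses – single compound concentration per well · Timing – static 4 h at 37 °C with compound, 1 h detection · Detection – adenylate kinase release luminescence · Read-out – signal increase indicating cell lysis · Control set – Clomiphene as positive lysis control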
Active calls of the source: *; . = no result given; [ ] = another dose, or the depositor's remark.

Start of the data: the first two entries as a preview:
SMILES	C2C12 statin	miR-122 sensor	PglD DTNB	CFTR F508del cor	PGC1a acetyl inh	INS-1E GSIS act	FN deposit inh	Cneo AK release
Cc1c(C(=O)CN2CCN(c3ccccc3)CC2)c2ccccc2n1C	-8	-1	-1	-0.4	-1	3	-7	-5
O=C(c1cccnc1)N1C[C@@H]2[C@H](c3ccccc31)[C@H](CO)N2C(=O)Nc1ccccc1Cl	12	20[16.7 µM]	8	-3.2	-9	-1	-5	-1

The list itself, from the start:
SMILES	C2C12 statin	miR-122 sensor	PglD DTNB	CFTR F508del cor	PGC1a acetyl inh	INS-1E GSIS act	FN deposit inh	Cneo AK release
Cc1c(C(=O)CN2CCN(c3ccccc3)CC2)c2ccccc2n1C	-8	-1	-1	-0.4	-1	3	-7	-5
O=C(c1cccnc1)N1C[C@@H]2[C@H](c3ccccc31)[C@H](CO)N2C(=O)Nc1ccccc1Cl	12	20[16.7 µM]	8	-3.2	-9	-1	-5	-1
CC(C)NC(=O)Nc1ccc2c(c1)C(=O)N([C@H](C)CO)C[C@H](C)[C@@H](CN(C)Cc1ccc(Cl)c(Cl)c1)OCCCC[C@H](C)O2	.	-7[16.7 µM]	2	2.1	3	-8	4	2
Cc1cccc(-n2ncc3c2CCCC3NC(=O)CCc2cccnc2)c1C (stereo not given)	2	3	-3	0.8	2	3	15	1
O=C(O)C[C@@H]1C[C@H]2c3cc(NC(=O)NC4CCCCC4)ccc3O[C@H]2[C@@H](CO)O1	7	-1[16.7 µM]	-2	-2.6	8	1	-6	-2
CCNc1nc(SC(C)C(=O)Nc2ccccc2)nc(N(C)C)n1 (stereo not given)	9	-5	13	-3.2	6	-2	-4	-1
C=CCON1C(=O)C(=O)N(OCC=C)[C@H]2CCCC[C@H]21	.	-5	5	-34	7	-7	10	1
O=C(COC(=O)c1ccc(F)cc1)Nc1nc2ccc([N+](=O)[O-])cc2s1	.	3	.	0.5	18	0	-1	.
O=C(NCc1cccnc1)c1cc(C2CCCCN2S(=O)(=O)c2cccs2)on1 (stereo not given)	6	-6	2	0.5	-3	21	9	-2
CCCC(c1nnnn1CS(=O)(=O)c1ccc(C)cc1)N1CCN(c2ccccc2)CC1 (stereo not given)	22	-1	1	.	-9	.	.	3
COc1ccc(S(=O)(=O)Nc2cc(S(=O)(=O)c3ccccc3)c(O)cc2C)cc1	2	39	0	-1.0	2	3	19	0
CCCCCOc1ccc(C(=O)Nc2ccc(N3CCOCC3)cc2N2CCOCC2)cc1	-4	-3	2	1.1	-1	.	5	-1
CC(C)c1cn(CC[C@@H]2CC[C@@H](NC(=O)c3cccc(F)c3)[C@@H](CO)O2)nn1	-6	-13[16.7 µM]	0	0.8	-5	13	1	40
COc1cc(/C=C/C(=O)NC2CCCCC2)cc(OC)c1OC	-14	1	4	-1.2	2	7	-1	-1
CCCCOc1ccc(S(=O)(=O)NC(=O)NCc2ccc(OCCC)cc2)cc1	25	4	-1	-0.4	5	2	.	-2
CN1CCN(C(=O)C[C@H]2CC[C@H]3[C@@H](COc4ccc(NC(=O)c5cscn5)cc4C(=O)N3C)O2)CC1	5	-2[16.7 µM]	0	1.4	2	1	-18	-2
COc1cc(C2c3[nH]c4ccccc4c3CC3COC(=O)N32)cc(OC)c1O (stereo not given)	.	12	.	1.1	-4	-10	4	.
CN(c1ccc(C(=O)NCc2ccc3c(c2)OCO3)cc1)S(=O)(=O)c1ccccc1	.	.	.	-2.2	2	-7	14	.
O=C(C[C@@H]1C[C@@H]2c3cc(NC(=O)c4ccc5c(c4)OCO5)ccc3O[C@@H]2[C@H](CO)O1)NCc1ccccn1	1	-2[16.7 µM]	-2	2.1	-3	21	.	12
Cc1noc(C)c1NC(=O)N(C)C[C@@H]1OCCCC[C@H](C)Oc2ccc(NC(=O)c3ccncc3)cc2C(=O)N([C@@H](C)CO)C[C@H]1C	0	-2[16.7 µM]	-5	-3.1	6	15	.	1

As entered above:
O=C(O)C[C@@H]1C[C@H]2c3cc(NC(=O)NC4CCCCC4)ccc3O[C@H]2[C@@H](CO)O1 in C2C12 statin → 7
COc1cc(/C=C/C(=O)NC2CCCCC2)cc(OC)c1OC in PGC1a acetyl inh → 2

Next records follow:
SMILES	C2C12 statin	miR-122 sensor	PglD DTNB	CFTR F508del cor	PGC1a acetyl inh	INS-1E GSIS act	FN deposit inh	Cneo AK release
C[C@@H]1CN([C@H](C)CO)C(=O)c2cc(C#Cc3ccncc3)cnc2O[C@H]1CN(C)S(=O)(=O)c1ccccc1F	24	-16[16.7 µM]	-1	0.5	16	-10	.	0
c1ccc(-c2n[nH]c3c2CCC3)cc1	26	2	-4	.	3	-10	.	2
CCN(C(=O)COc1ccccc1[N+](=O)[O-])C1CCS(=O)(=O)C1 (stereo not given)	.	.	6	.	.	9	-4	-3
CCCC(=O)Nc1ccc2c(c1)C(=O)N(C)C[C@H](OC)[C@@H](C)CN(C(=O)c1ccccn1)[C@H](C)CO2	-21	.	5	-2.7	9	4	-4	-3
COc1ccc(CCN2CC(C(=O)N3CCC(OC)CC3)CCC2=O)cc1 (stereo not given)	2	.	0	1.9	4	-4	-7	-8
O=C(NCc1ccco1)c1ccccc1-c1ccc(C(F)(F)F)cc1	8	-2	5	.	4	.	4	0
COC(=O)c1nnn(-c2ccccc2)c1N	0	10	6	.	3	.	-12	-3
O=C(Nc1ccccc1)N1C[C@@H]2N[C@H](C1)[C@@H]2c1ccc(/C=C/c2ccccc2)cc1	.	.	.	-13	-38	13	-8	.
COCCn1c(=S)[nH]c2cc(C(=O)NC(C)C)ccc2c1=O	-9	-5	-7	.	-4	.	-9	1
CCNC(=O)C[C@@H]1CC[C@@H]2[C@H](COc3ccc(NC(=O)c4cc(C)on4)cc3C(=O)N2C)O1	1	8[16.7 µM]	0	-2.9	-6	5	-15	-1
CCc1nc2ccccc2c(C(=O)NCc2ccc(OC)cc2)c1C	3	-6	-2	-6.0	4	12	-4	1
CC(=O)Nc1cccc(-c2cc(NC(C)=O)c3ncc(-c4ccccc4)n3c2)c1	-1	-4	-2	-0.8	-3	-1	0	-4
CCN(C[C@H]1[C@H](c2ccccc2)[C@H](CO)N1C(C)=O)C(=O)c1ccccn1	8	36[16.7 µM]	0	0.2	4	8	-4	3
COc1ccc(NC(=O)N[C@H]2C=C[C@@H](CC(=O)NCc3ccccn3)O[C@H]2CO)cc1	-3	.	3	0.2	-1	29	-4	0
CCCSC1=C(C#N)C(c2cccs2)CC(=O)N1 (stereo not given)	1	.	.	-1.3	-4	4	-3	.
O=C(NC(=S)Nc1ccc(Cl)cn1)c1cccs1	.	1	0	.	-8	.	.	-6
Cc1noc(C)c1S(=O)(=O)Nc1ccc2c(c1)CC(=O)N([C@H](C)CO)C[C@@H](C)[C@@H](CN(C)S(=O)(=O)c1ccc(Cl)cc1)O2	-33	1[16.7 µM]	-5	-1.7	4	-16	-3	2
CCN(CC)c1ccc2nc3ccc(N)cc3[n+](-c3ccccc3)c2c1	-152	.	-2	5.0	-29	-75	8	-6
O=C(CCC(=O)OCc1ccc([N+](=O)[O-])cc1Cl)Nc1ccccc1	-3	.	0	-0.2	.	4	5	7
C[C@@H]1CN([C@@H](C)CO)C(=O)Cc2cc(NC(=O)c3ccncc3)ccc2O[C@H]1CN(C)C(=O)Nc1cccc2ccccc12	-2	-3[16.7 µM]	9	-0.6	0	-1	-2	4
CCOC(=O)CC(NC(=O)Cn1nnc(-c2ccccc2F)n1)c1ccc(OC)cc1 (stereo not given)	3	-2	.	-3.5	-3	-3	0	.
N#Cc1nc(N2CCOCC2)nc(N2CCOCC2)n1	-3	-4	-4	.	9	57*	.	5
COc1cc(/C=N/Nc2nn3cnnc3c3ccccc23)ccc1O	-111	2	3	.	-2	4	-10	-1
CC1(C)CC(NS(=O)(=O)OCC(Cl)(Cl)Cl)c2cc(C#N)ccc2O1 (stereo not given)	8	-2	-2	0.0	1	2	2	0
COCC(=O)N/N=C/c1c(C)[nH]n(-c2ccccc2)c1=O	.	-7	.	-0.9	4	-1	9	.
CC1CN=C2C(C(=O)Nc3ccccc3)=C(O)CC(c3ccccc3)N21 (stereo not given)	.	4	2	.	38	-25	-10	-2
Cc1cc(NC(=O)c2cccc(S(=O)(=O)N3CCC(C)CC3)c2)no1	17	17	2	2.6	-6	-9	8	-2
CC(=O)N1CCN(C(=O)c2ccc(S(=O)(=O)Nc3ccccc3Cl)cc2)CC1	1	-4	-4	-4.1	5	-6	-3	.
O=C(CSc1nnc(C2CC2)n1-c1ccccc1)Nc1ccc(N2CCOCC2)cc1	9	88	-4	.	2	.	.	6
O=c1cc(CN(Cc2ccccc2)Cc2ccccc2)c2ccccc2o1	18	2	-5	-2.6	-8	.	.	24
O=C(Oc1ccc(C(=S)N2CCOCC2)cc1)c1ccccc1[N+](=O)[O-]	-6	-6	-3	-1.8	7	3	4	-1
C=C(CC1([C@@H](NP(=O)(c2ccccc2)c2ccccc2)[C@H]2C[C@@H]2CCCC)CC1)c1ccccc1	-14	-7	0	-4.4	-4	-3	-1	2
O=C(Nc1ccc(Cl)cc1C(=O)c1ccccn1)c1ccccc1	6	9	2	1.6	-4	-5	9	1
CC(C)CCNC(=O)CN(C(=O)CCC(=O)Nc1ccccn1)c1ccc(F)c(Cl)c1	.	.	.	-0.9	1	-3	0	.
COc1ccc(N2CCN(C(CNC(=O)COc3ccccc3)c3ccco3)CC2)cc1 (stereo not given)	20	4	0	1.1	-12	-17	-5	0
C[C@@H]1CN([C@@H](C)CO)C(=O)c2cccc(NC(=O)c3ccncc3)c2O[C@@H]1CN(C)CC1CCCCC1	-7	-1[16.7 µM]	0	-0.3	.	28	-6	-3
CC(C)c1cc(=O)[nH]c(N2CCN(Cc3ccc4c(c3)OCO4)CC2)n1	12	1	0	0.2	16	3	-4	-1
CCOC(=O)N1CCN(C/C(C)=C/c2ccccc2)CC1	-8	-10	-7	.	.	.	.	1
COc1ccc(S(=O)(=O)N2[C@@H]3CNC[C@H]2C3c2ccc(-c3ccccc3F)cc2)cc1 (stereo not given in full)	.	.	.	0.8	-4	-10	-5	.
CO[C@H]1CN(C)C(=O)c2cc(NC(=O)NC(C)C)ccc2OC[C@H](C)N(Cc2cncnc2)C[C@@H]1C	-7	-16[16.7 µM]	2	1.1	7	2	2	-5
Cc1cc(=O)oc2cc(O)c(N=Nc3ccccc3)cc12	-10	3	-3	-3.1	-7	17	1	0
O=C(CCc1ccc(S(=O)(=O)N2CCOCC2)cc1)NCCCN1CCCC1=O	-2	-6	7	.	-2	.	3	0
C[C@@H]1CN([C@@H](C)CO)C(=O)c2cc(-c3cccc(F)c3)cnc2O[C@@H]1CN(C)Cc1cccnc1	-4	-5[16.7 µM]	-2	-2.0	.	0	-5	1

In the list so far, two have an aryl thioether with sulfur outside any ring.
SMILES	C2C12 statin	miR-122 sensor	PglD DTNB	CFTR F508del cor	PGC1a acetyl inh	INS-1E GSIS act	FN deposit inh	Cneo AK release
CCNc1nc(SC(C)C(=O)Nc2ccccc2)nc(N(C)C)n1 (stereo not given)	9	-5	13	-3.2	6	-2	-4	-1
O=C(CSc1nnc(C2CC2)n1-c1ccccc1)Nc1ccc(N2CCOCC2)cc1	9	88	-4	.	2	.	.	6
